Giardia kill = Giardia lamblia killing; Giardia lamblia trophozoite viability; activity change, % at 7.66 µM, hits read low; hit rate 0.15% among 340,000; in the data active means activity change below about -80%; inconclusive means between about -30% and that limit;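 further: parasites exposed to compound for two days anaerobically before the ATP read; on the % scale 0 is the no-effect control and ±100 the full control effect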
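Trophozoites 100 cells/well + cpd; 48 hrs, 37 deg C, anaerobic. ATPLite 1-Step added, 15-30 min RT, luminescence read (ATP-based viability).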
BRCA1 expr up = increases BRCA1 expression. MCF7-BRCA1-FFLuc reporter, luminescence, 48 h; response scale: scaled: vehicle 0%, 10 µM genistein 100%. Potency, µM (doses to about 46.1 µM), for inactives: top-dose activation, hits mostly activators. hit rate 1.1% among 380,000. AID 624202; active means well fitted activation curve with a large enough effect; inconclusive means small, poorly fitted or top-dose-only effect; inactive means no such curve, though single readings can be large or run the other way; further: potency means the concentration at half of the fitted maximal effect; nearly all actives have a fitted effect of over 80% in size; some results filed as inactive show a strong effect at the top dose
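Reporter cells (MCF7, BRCA1 promoter-firefly luciferase) received library compounds across a concentration series for 48 h. End-point luminescence was measured and concentration-effect curves derived after normalization.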
Starred values were filed as active, the others as inactive; ? = inconclusive; [ ] = remark or other dose. These rows are one share of the data; the hit share may differ from the screen's.

SMILES	Giardia kill	BRCA1 expr up
Cc1ccc(S(=O)(=O)CCC(=O)OCc2nnc(-c3ccc([N+](=O)[O-])cc3)o2)cc1	-7.6	-5.7%
CC(=O)c1cc2c(cc1C)CCCC2(C)C	2.0	1.1%
COC(=O)C1(NC(=O)CNC(=O)OCc2ccccc2)CCCC1	21.2	31.5%
Cc1cccc[n+]1CC(=O)c1ccc([N+](=O)[O-])cc1	11.6	-26.4%
NC(C(=O)O)C1ON=C(Cl)C1O (centres undefined)	?	-61.2%
CC(C)C[C@H]1CN([C@@H](CC(C)C)CN2CCC[C@@H]2CN2C(=O)C(=O)NC[C@@H]2Cc2ccccc2)C(=O)C(=O)N1CC1CCCCC1	-14.0	-17.2%
COC(=O)c1ccc2c(c1)N(Cc1nc(-c3ccc(Cl)cc3)oc1C)C(=O)C1CCCN21 (centres undefined)	22.2	-8.2%
N#Cc1ccccc1S(=O)(=O)N1CCN(C(=O)c2cccc(S(=O)(=O)N3CCCC3)c2)CC1	11.6	2.6%
O=C1C2CCC(C2)C1CN1CCOCC1 (centres undefined)	-1.1	-1.6%
CCN1CCN(c2ccc(S(=O)(=O)N3CCOCC3)cc2NC(=O)CC(NC(C)=O)c2ccccc2)CC1 (centres undefined)	4.8	4.4%
Cc1cc(-c2cc(C(=O)Nc3ccccc3)on2)nc(NCC2CC2)n1	-1.1	7.6%
OC(COc1ccccc1)CN1CCCCC1 (centres undefined)	9.6	1.2%
O=S(=O)(O)c1cc(O)c2ccc(Nc3ccccc3)cc2c1	-6.7	-14.6%
Cc1ccc(C2C=C(c3ccccc3)Nc3ncnn32)cc1 (centres undefined)	2.0	-6.9%
CC(C)(CNC(=O)c1cccc(F)c1)CNC(=O)c1cccc(F)c1	4.1	3.4%

13 successive records from above, quoted:
SMILES	Giardia kill	BRCA1 expr up
Cc1ccc(S(=O)(=O)CCC(=O)OCc2nnc(-c3ccc([N+](=O)[O-])cc3)o2)cc1	-7.6	-5.7%
CC(=O)c1cc2c(cc1C)CCCC2(C)C	2.0	1.1%
COC(=O)C1(NC(=O)CNC(=O)OCc2ccccc2)CCCC1	21.2	31.5%
Cc1cccc[n+]1CC(=O)c1ccc([N+](=O)[O-])cc1	11.6	-26.4%
NC(C(=O)O)C1ON=C(Cl)C1O (centres undefined)	?	-61.2%
CC(C)C[C@H]1CN([C@@H](CC(C)C)CN2CCC[C@@H]2CN2C(=O)C(=O)NC[C@@H]2Cc2ccccc2)C(=O)C(=O)N1CC1CCCCC1	-14.0	-17.2%
COC(=O)c1ccc2c(c1)N(Cc1nc(-c3ccc(Cl)cc3)oc1C)C(=O)C1CCCN21 (centres undefined)	22.2	-8.2%
N#Cc1ccccc1S(=O)(=O)N1CCN(C(=O)c2cccc(S(=O)(=O)N3CCCC3)c2)CC1	11.6	2.6%
O=C1C2CCC(C2)C1CN1CCOCC1 (centres undefined)	-1.1	-1.6%
CCN1CCN(c2ccc(S(=O)(=O)N3CCOCC3)cc2NC(=O)CC(NC(C)=O)c2ccccc2)CC1 (centres undefined)	4.8	4.4%
Cc1cc(-c2cc(C(=O)Nc3ccccc3)on2)nc(NCC2CC2)n1	-1.1	7.6%
OC(COc1ccccc1)CN1CCCCC1 (centres undefined)	9.6	1.2%
O=S(=O)(O)c1cc(O)c2ccc(Nc3ccccc3)cc2c1	-6.7	-14.6%

Following part:
SMILES	Giardia kill	BRCA1 expr up
O=C(c1ccc(OC2CCN(CCCc3ccccc3)CC2)cc1)N1CCCC1	-11.2	-23.0%
CN(C(=O)c1ccc(-c2ccccc2)cc1)C1CCCCC1	1.5	2.82µM*
CC(C)O/C(=N/S(=O)(=O)c1ccc(Cl)cc1)c1ccccc1	21.4	-0.4%
O=C1c2ccccc2C(=O)N1c1ccc(S(=O)(=O)N2CCOCC2)c2ccccc12	-26.6	1.7%
Cc1cccn2c(=O)c3cc(C#N)c(=N)n(CCCN4CCOCC4)c3nc12	12.4	-0.5%
O=C(C(Br)=Cc1ccccc1)c1ccccc1	-12.4	-97.9%[inhibitor]
CC(C)CCn1c(SC(C)C#N)nc2ccccc2c1=O (centres undefined)	24.8	-12.1%
O=C(C1CCN(S(=O)(=O)c2cccc3cccnc23)CC1)N1CCN(Cc2ccccc2)CC1	-7.4	-3.6%
CC12C=CC(=O)C=C1C(F)CC1C3CCC(O)(C(=O)CO)C3(C)CC(O)C12F (centres undefined)	-3.0	-5.5%
CCCCCN1C(=O)/C(=C/c2c(N3CCc4ccccc4C3)nc3ccccn3c2=O)SC1=S	6.4	-58.2%
CCc1n[nH]c(=S)n1/N=C/c1ccc(-c2ccc(Br)cc2)o1	-14.6	27.2%
COc1cccc2c1C(=O)c1c(O)c3c(c(O)c1C2=O)CC(O)(C(C)=O)CC3OC1CC(O)C(O)C(C)O1 (centres undefined)	-25.6	-69.0%
CCOC(=O)Nc1ccc([N+](=O)[O-])cc1OC	3.7	-22.0%
CCN1CCN(c2ccc(S(=O)(=O)N3CCCCC3)cc2NC(=O)CCNC(C)=O)CC1	22.8	-19.0%
N#Cc1c(N)nc2c(c1-c1ccncc1)CCCCCC2	-21.2	9.1%
CN(C(=O)c1ccc(NC(=O)Cc2ccc(NC(=O)C3CCCN(C(=O)C4CCC4)C3)cc2)cc1)C1CCCC1 (centres undefined)	3.2	21.4%
CC(C)Cn1cnc2c(SCCc3ccccc3)nc(N)nc21	13.7	59.3%
COc1ccc(-n2c(SCC(=O)Nc3ccccc3)nnc2-c2ccoc2C)cc1	10.7	-4.5%
CC(C)(C)S(=O)N1Cc2cc(=O)n(Cc3ccccc3)cc2[C@@H]1CCO (some centres undefined)	-0.6	42.6%
O=C(Nc1ccc(F)c(Cl)c1)C1CC2CCC1C2 (centres undefined)	-1.9	-5.5%
O=C(NC1CC1)C1=C[C@@H](c2ccc(C(F)(F)F)cc2)C[C@@H](OCCCCO)O1	-8.2	-5.7%
CCOC(=O)C1CCCCN1C(=O)c1cc2ccc(OC)cc2c2cc(OC)c(OC)cc12 (centres undefined)	-20.3	-23.5%
CC(=O)N1c2ccc(C)cc2Sc2c1ccc1ccccc21	-18.0	18.0%
O=c1ccc(-c2ccccc2)nn1Cc1ccccc1	1.4	6.6%
COc1ccc(-c2csc(NC(C)c3nc4cc(Cl)c(Cl)cc4n3CCCO)n2)cc1 (centres undefined)	16.9	-53.8%
CC(=O)Nc1cc(C)ns1	-23.8	-19.5%
CCC1CCC/C1=N\NC(=O)c1ccccc1C (centres undefined)	14.3	-10.2%
COc1cc2oc3ccc(C#Cc4ccc(N)cc4)cc3c(=O)c2cc1OC	10.0	49.4%
COc1ccc(NC(=O)c2ccc3c(c2)S(=O)(=O)c2ccccc2C3=O)cc1	17.1	5.6%
C#Cc1ccc([C@@H]2C=C(C(=O)O)O[C@H](OCC)[C@H]2CCCO)cc1	11.8	5.0%
CC1CCc2c(ccc3ccccc23)C1=O (centres undefined)	-24.5	15.1%
Cc1ccc(-c2[nH]ncc2CNC(C)c2ccccc2)cc1 (centres undefined)	14.2	-0.6%
O=C(O)C1CCCCC1C(=O)Nc1ccc(S(=O)(=O)N2CCOCC2)cc1 (centres undefined)	6.7	8.6%
O=C(Nc1ccccc1)OCCN1CCOCC1	5.4	15.0%
Cc1cccc(Cc2cccc(C)c2O)c1O	-3.0	-21.9%
O=C(O)/C(=C/c1ccc(Cl)c([N+](=O)[O-])c1)c1ccc(S(=O)(=O)N2CCCCC2)s1	7.3	-23.7%
c1ccc(CNc2ncnc3c2ncn3Cc2ccccc2)cc1	10.4	3.2%
Cc1ccc2c(c1)N(CC(=O)Nc1ccccc1F)C(=O)C(C)O2 (centres undefined)	-3.5	1.0%
Fc1ccc(NC(=S)N2CCN(c3ccccn3)CC2)cc1Cl	-0.7	-22.2%
Cn1c(=O)c2c(nc(CN3CCN(c4ccccc4)CC3)n2CCCc2ccccc2)n(C)c1=O	11.7	0.6%
COc1ccc(CC(=O)Nc2cc(S(=O)(=O)N3CCOCC3)ccc2N2CCOCC2)cc1OC	1.5	-3.2%
O=C1CCCCCCCCCC/C(=N\O)CCCO1	7.0	0.0%
O=C1c2ccccc2S(=O)(=O)c2cc(C(=O)N3CCC(N4CCCC4)CC3)ccc21	0.3	0.0%
Cc1ccc(S(=O)(=O)N2CCN(c3nc(-c4ncco4)nc4ccccc34)CC2)cc1	-27.7	-29.6%
O=C(NCC(c1cccs1)N1CCOCC1)C1CCN(S(=O)(=O)c2cc(Cl)ccc2Cl)CC1 (centres undefined)	-15.3	-35.4%
CC1CCCN(C(=O)CCCNC(=O)c2ccc(Cl)cc2)C1 (centres undefined)	-24.6	9.7%
OCC[C@H]1C[C@@H](O)[C@H](O)[C@@]2(CCCCO2)O1	14.9	0.0%
O=C1CCCC2=C1C(c1cccc(Br)c1)n1nc(-c3ccco3)nc1N2 (centres undefined)	15.0	-17.4%
CCOc1ccc(CCNC(=O)COC(=O)c2cccc(S(=O)(=O)N(C)C)c2)cc1OCC	7.4	-4.1%
O=C(c1cccc(Cl)c1)N1CCC2CC1c1cc(-c3ccccc3)ccc12 (centres undefined)	8.7	-11.8%
NC(=O)c1ncn([C@@H]2O[C@H](CNS(=O)(=O)c3cc4ccccc4s3)[C@@H](O)[C@H]2O)n1	-12.3	3.1%
Cc1cccc(NC(=O)c2ccccc2C(=O)Nc2cccc(C)c2)c1	0.3	-0.1%
CC1(C)OC(=O)C2(Cc3cc(C(F)(F)F)ccc3N3CCCCC32)C(=O)O1 (centres undefined)	-8.9	12.9%
Cc1onc(-c2ccccc2)c1-c1n[nH]c(=S)n1-c1ccccc1	0.0	-0.2%
CCOC(=O)C1CC2=C(CC(C)(C)CC2=O)N(CCOC)C1=O (centres undefined)	-26.1	-3.1%
CC(=O)Nc1ccc(N=Nc2ccccc2)cc1[N+](=O)[O-]	27.1	27.1%
CCC1(C)Cc2c(C#N)c(SC)nc(N3CCOCC3)c2CO1 (centres undefined)	-13.7	-25.3%
C=C(C)c1cccc(C(C)(C)NC(=O)N2CCN(c3ncccn3)CC2)c1	-19.3	-1.8%
Cc1ccc(-c2nc3ncccc3o2)cc1NC(=O)c1ccc2c(c1)OCO2	-23.6	0.0%
CCCCN(C)S(=O)(=O)c1cc2c(cc1Br)CCN2C(=O)C1CC1	-5.0	-49.3%
Other records.
SMILES	Giardia kill	BRCA1 expr up
COc1cccc2ccc(/C=C/c3ccc4c(c3)OCO4)nc12	-9.9	3.55µM*
C=C(C)COc1ccc2c(c1)CCC1C2CCC2(C)C(=O)C(=NO)CC12 (centres undefined)	9.1	-92.0%
N#CC(=C1C=CC(=NO)C(Cl)=C1)c1ccc(Cl)cc1	0.1	-54.0%
O=S(=O)(O)c1cc(O)c2cc(Nc3ccccc3)ccc2c1	-2.2	-3.5%
CCOC(=O)C1=C(CN2CCc3ccccc32)NC(=O)NC1c1cc(C)ccc1C (centres undefined)	-1.7	-33.3%
COC(=O)c1ccc2nc3c(cc2c1)[C@@H]1CCN2C(=O)CCC[C@H](C3)[C@H]12	-21.0	12.3%
COc1ccc(CCNC(=O)CSc2ccc3nnc(CCNC(=O)c4ccc(C)cc4)n3n2)cc1OC	-3.4	10.3%
O=[N+]([O-])c1ccc(SNc2ccccc2)c([N+](=O)[O-])c1	-9.7	-38.2%
CCN(CC(=O)Nc1ccc(NC(C)=O)cc1)C(=O)CN1C(=O)NC(C)(c2ccc3ccccc3c2)C1=O (centres undefined)	28.9	2.2%
CCCCN(CC)C(=O)C1CCC(=O)N(c2ccc(OC)cc2)C1c1ccc(OC)c(OC)c1 (centres undefined)	-1.6	3.1%
Cc1ccc(S(=O)(=O)N2CCN(C(=O)COC(=O)c3ncc(Cl)c(Cl)c3Cl)CC2)c(C)c1	8.2	11.9%
CN(CC(=O)Nc1ccccc1Br)C(=O)C1CCN(C(=O)c2ccc(Cl)cc2)CC1	-27.4	-11.4%
COc1ccc2nc(N3C(=O)C(O)=C(C(=O)c4ccco4)C3c3ccco3)sc2c1 (centres undefined)	1.5	13.5%
CCn1cc(C(=O)NC2CCCC2)c(=O)c2cc(S(=O)(=O)N3CCOCC3)ccc21	-2.1	15.2%
Brc1ccc(Br)c2cnccc12	-2.4	3.0%
Fc1ccc(-c2ccc3c(c2)C2CC3CCN2Cc2ccc3c(c2)OCO3)cc1 (centres undefined)	7.8	5.4%
COc1ccccc1Nc1nc(-c2ccc([N+](=O)[O-])cc2)nc2ccccc12	-10.7	-24.4%
Cc1csc(NC(C)c2nc3cc(Cl)c(N4CCCCC4)cc3n2CCOCCO)n1 (centres undefined)	9.5	9.2%
Oc1ccc(Cl)cc1C=NN1CCCCCC1	-22.4	?
O=C(NCc1ccco1)c1ccc(C(=O)NCc2ccco2)cc1	-4.5	-7.9%
COc1ccc(C(=O)NNC(=S)NC(=O)c2ccc(F)cc2)cc1Br	26.4	-26.1%
CC1CC(C(O)c2ccccn2)C(=O)C(C(O)c2ccccn2)C1 (centres undefined)	9.1	-11.1%
O=C(c1ccc(Br)cc1)N1CCN(c2ncccn2)CC1	-0.6	24.0%
CCOC(=O)C1CC(CN2C(=O)c3ccccc3C2=O)OC1=O (centres undefined)	-2.8	7.7%
COc1ccc(-c2oc3cc(OC(C)=O)cc(OC(C)=O)c3c(=O)c2OC)cc1	-1.2	-52.6%
Cc1cc2c(cc1C)N(Cc1ccc(Cl)cc1)C1=NCCCN12	-20.9	-74.4%
O=C(Nc1cccc2c1CCCC2)c1ccc(F)cc1	2.5	0.3%

From PubChem BioAssay
